SR-BI DiI inh: mouse SR-BI HDL lipid transfer inhibition; 320,000 compounds, 0.96% hits; Q61009; inhibition, % at 12.5 µM; AID 488896; ldlA[mSR-BI] CHO cells, DiI-HDL uptake fluorescence, 3 h;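 active = mean replicate inhibition of at least 70% and a set share of replicates each scoring 70 or more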;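 also: 0% = median of neutral control wells and 100% = median of positive control wells; values of inactives mirror those of a sister screen read the other way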
Target sequence (Q61009 whole entry, looked up): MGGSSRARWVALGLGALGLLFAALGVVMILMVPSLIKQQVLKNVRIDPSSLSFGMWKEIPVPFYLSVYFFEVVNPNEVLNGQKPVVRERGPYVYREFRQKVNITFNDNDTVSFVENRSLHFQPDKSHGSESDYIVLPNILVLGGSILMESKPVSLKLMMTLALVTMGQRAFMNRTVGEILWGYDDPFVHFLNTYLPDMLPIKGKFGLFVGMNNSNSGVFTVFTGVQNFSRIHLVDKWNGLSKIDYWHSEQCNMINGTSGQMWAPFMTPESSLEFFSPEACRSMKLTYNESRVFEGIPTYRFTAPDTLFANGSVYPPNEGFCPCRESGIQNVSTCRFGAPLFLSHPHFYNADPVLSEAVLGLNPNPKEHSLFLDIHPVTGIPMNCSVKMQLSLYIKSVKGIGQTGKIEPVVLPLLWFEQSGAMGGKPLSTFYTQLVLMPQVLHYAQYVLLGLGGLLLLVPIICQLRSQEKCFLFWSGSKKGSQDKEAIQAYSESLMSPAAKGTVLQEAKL
Tat export inh: inhibitors of E. coli Tat protein transport; inhibition, % at 10 µM; E. coli MC4100 TorA-mCherry Tat export, fluorescence; 340,000 compounds, 0.036% hits;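 active = mean replicate inhibition at least 50% and at least half of replicates individually reaching 50%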;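 also: exported cargo escapes ClpAP degradation while cytoplasmic cargo is degraded and loses fluorescence; 0% = median of neutral control wells and 100% = median of NaSCN control wells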
phage Ecoli inh: E. coli growth loss with phage present; inhibition, % at 11.9 µM; growth absorbance; 360,000 compounds, 0.26% hits; in the data active = inhibition above about 11%
Ecoli viability: reduces bacterial viability in AddAB counter-screen | 330,000 compounds, 0.27% hits | E. coli V3065 growth, OD600 absorbance, 18 h | inhibition, % at 11.9 µM | AID 449728;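 active = inhibition above the campaign's mean inhibition across all tested compounds plus 3 SD, cut at about 9.9% in these data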;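 also: uninfected addAB+ strain grown without phage in ampicillin broth; 0% = DMSO wells and 100% = ciprofloxacin 0.95 µg/ml wells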
CAL PDZ FP-1: human CAL PDZ-peptide interaction inhibition; 330,000 compounds, 0.02% hits; purified CAL PDZ, TMR-peptide fluorescence polarization, 1 h; inhibition, % at 20 µM; Q9HD26; AID 504414;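 active = highest replicate inhibition of at least 40%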;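 also: plate controls were DMSO neutral control wells for no effect and unlabeled competitor peptide control wells for full effect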
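System: tagged CAL PDZ domain. Schedule: 1 h room-temperature incubation prior to read. Signal: fluorescence polarization (mP). Measure: percent inhibition from loss of millipolarization.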
MITF act: MITF TRPM1 promoter activation in melanoma cells; SK-MEL-5 TRPM1-promoter luciferase, 24 h; % of positive control, neutral wells = 0; activation, % at 12.5 µM; 300,000 compounds, 0.75% hits;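 active = mean activation of at least 80% with every replicate also reaching 80%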;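 also: 0% = neutral control wells and 100% = parthenolide positive control wells; values of inactives mirror those of a sister screen read the other way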
Wnt act: activators of Wnt/beta-catenin signaling; Wnt/beta-catenin reporter cell assay, activator, plate reader; activation, % at 9.35 µM; 300,000 compounds, 1.2% hits; AID 743398; in the data active = activation above about 30%, passing the limit was not always enough;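 also: 0% = neutral control wells and 100% = positive control wells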
AddAB inh: less growth of phage-infected E. coli with AddAB. E. coli expressing H. pylori AddAB, absorbance growth. inhibition, % at 11.9 µM. 330,000 compounds, 0.29% hits; in the data active = inhibition above about 12%;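 also: 0% = vehicle wells of infected cells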
CAL PDZ FP-2: CAL PDZ (human) peptide binding inhibition; inhibition, % at 24.9 µM; Q9HD26; 300,000 compounds, 0.92% hits; purified CAL PDZ, TMR-peptide fluorescence polarization, 1 h; AID 602252;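 active = mean inhibition of at least 30% with at least half of replicates also reaching 30%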;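 also: 0% = DMSO neutral control and 100% = excess unlabeled competitor peptide PRC23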
SR-BI uptake up: activators of SR-BI mediated HDL lipid uptake; 320,000 compounds, 0.096% hits; CHO ldlA[mSR-BI] cells, DiI-HDL uptake fluorescence, 3 h; 100 = double the neutral-control signal; activation, % at 12.5 µM;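 active = mean replicate activation of at least 60% and every replicate at or above 60%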;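 also: 0% = median plate neutral-control signal and 100% = twice that signal; values of inactives mirror those of a sister screen read the other way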
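Material: SR-BI-overexpressing, LDLR-lacking CHO cells | Dosing: Single compound concentration, delivered by pin transfer | Probe or stimulus: Labelled HDL, 10 µg/mL | Signal: Bottom-read cell fluorescence after medium removal, ex 550/em 595 nm | Schedule: 3 h, 37 °C | Evaluation: HDL uptake via cellular fluorescence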
* marks the source's active call; other numbers are inactive results; . = no result given; & = joins results of further samples.

SMILES | SR-BI DiI inh | Tat export inh | phage Ecoli inh | Ecoli viability | CAL PDZ FP-1 | MITF act | Wnt act | AddAB inh | CAL PDZ FP-2 | SR-BI uptake up
O=C(NCc1cn2ccccc2n1)c1ccc2c(c1)OCO2 | . | -2 | 1.6 | 0.6 | -3.5 | . | . | 0.2 | -2 | .
Cc1cc(C)cc(NC(=O)Cc2ccc(S(=O)(=O)N3CCCC3)s2)c1 | -17 | 7 | 0.2 | -1.6 | -1.8 | -8 | 1 | 1.5 | 2 | 17
CCN(C(=O)C1=COCCO1)c1nc2c(C)cccc2s1 | 15 | -1 | 1.9 | -0.6 | -1.1 | 71 | -4 | 4.9 | -4 | -15
Cc1ccc(C(=O)Nc2cccc(C(F)(F)F)c2)cc1NC(=O)c1cnnc2ccccc12 | 62 | -11 | 4.0&-0.1 | 1.9 | -1.1 | -24 | -2&-7 | 2.3 | -1 | -62
CCOCc1nnc(NC(=O)c2c(OC)cccc2OC)s1 | 10 | -1 | 3.5 | -1.1 | -0.6 | 3 | -1 | -1.2 | 1 | -10
CCc1nn(CC(=O)NCCC2=CCCCC2)c(=O)c2cc3cc(F)ccc3n12 | 2 | 2 | 3.6 | 0.0 | -1.2 | -12 | -1 | 1.6 | -1 | -2
COc1ccc(C(=O)Nc2ccnn2C2CCN(C(=O)c3cccnc3)CC2)cc1 | -41 | -11 | 0.9 | 0.8 | -2.6 | 20 | 1 | -0.9 | 0 | 41
CC(NC(=O)c1ccco1)C(=O)Nc1nccs1 (centres undefined) | -9 | -5 | 1.8 | -1.7 | 0.2 | 1 | -3 | -0.9 | -3 | 9
COC(=O)[C@H](CC(C)C)NC(=O)N1CCCCC1 | -14 | -16 | 3.1 | 1.6 | 0.7 | . | 0 | -0.9 | 3 | 14
CCN(CC(=O)Nc1ccccc1C(F)(F)F)C(=O)Cn1c(=O)cnc2ccccc21 | -17 | -7 | 0.2 | -0.2 | -1.5 | -1 | 2 | 1.4 | 0 | 17
CCN(C(=O)COC(=O)c1cc2ccccc2cc1OC)c1c(N)n(Cc2ccccc2)c(=O)[nH]c1=O | 60 | 12 | 2.5 | . | -0.5 | -10 | 13 | . | -3 | -60
Cc1cnc(NC(=O)CCN2C(=O)C3CCCCC3C2=O)s1 (centres undefined) | 2 | -6 | 3.7 | 2.0 | 0.0 | 5 | -1 | 3.4 | -3 | -2
Cc1ccc(NC(=O)Nc2ccc3c(c2)N(C)C(=O)CS3)cc1C | 50 | -1 | 5.1 | -0.3 | 0.8 | 9 | -3 | 3.7 | . | -50
COc1cc(OC)c(C(=O)Nc2ncn[nH]2)cc1OC | -5 | -8 | 1.5 | -2.4 | -3.3 | -7 | . | -0.3 | -7 | 5
NC(=O)c1cc(NC(=O)c2ccc(NS(=O)(=O)c3cccs3)cc2)cc(C(N)=O)c1 | 7 | -2 | 0.9 | -1.8 | -1.2 | -3 | -1 | 1.0 | 11 | -7
O=C(CNCCc1ccccc1)Nc1ccc(C(=O)N2CCCCC2)cc1 | 16 | -4 | 0.6 | -0.5 | -3.2 | -10 | -2 | 2.7 | -1 | -16
Cc1cc(C(=O)NC(C)C2CCCO2)cs1 (centres undefined) | 1 | -11 | . | 0.2 | -3.4 | -11 | 0 | 0.8 | -3 | -1
Cc1c(NC(=O)COC(=O)c2ccc(F)c(S(=O)(=O)N3CCOCC3)c2)c(=O)n(-c2ccccc2)n1C | -11 | -4 | 4.3 | -2.4 | -1.1 | -13 | 1 | 2.7 | -6 | 11
CCCCOc1ccc(N(CC(=O)NCC2CCCO2)C(=O)CCC(=O)Nc2nccs2)cc1 (centres undefined) | 5 | 3 | 2.3 | -2.3 | -2.2 | 4 | -10 | 0.1 | . | -5
CCN1CCN(C(c2ccccn2)c2c(NC(=O)c3ccccc3)sc(C)c2C)CC1 (centres undefined) | -21 | 2 | 3.2 | -2.9 | 0.2 | 2 | . | 3.1 | -2 | 21
Nc1cc(N2CCCC2)ccc1[N+](=O)[O-] | -14 | -1 | -1.1 | 3.2 | -0.3 | -1 | 0 | 0.6 | 1 | 14
CC(=O)Nc1ccc(NCc2ccc(C)s2)cc1 | -6 | 9 | 1.9 | 1.3 | -0.8 | . | -1 | -2.9 | -5 | 6
Cc1cn2c(nc1=O)OC1CC2OC1CO (centres undefined) | . | -4 | 2.0 | 0.4 | -1.0 | 4 | 4 | 0.8 | 0 | .
COc1ccccc1NC(=O)N(Cc1ccco1)Cc1cc2ccc(C)c(C)c2[nH]c1=O | 29 | 1 | 1.6 | 2.4 | -1.6 | -40 | . | 0.2 | -4 | -29
CCOC1=C(C#N)CC2(CC1)c1ccccc1-c1ccccc12 | 24 | 8 | 4.7 | . | -0.2 | -26 | 1 | . | . | -24
O=C(Nc1cccc(O)c1)C1CC(c2ccc(Cl)cc2)=NO1 (centres undefined) | -5 | 5 | 4.2 | 0.6 | -0.6 | 0 | 0 | 1.7 | 5 | 5
O=C(NCCNC(=O)c1ccccc1)c1ccccc1 | -13 | 7 | -1.7 | -2.6 | 0.0 | 10 | -4 | 0.4 | -6 | 13
Cc1cccn2c(=O)c(/C=N/O)c(NCc3ccccc3)nc12 | 38 | -4 | -4.9 | -1.5 | -1.2 | . | 1 | 1.3 | 5 | -38
NC(=O)c1ccc(SCC(=O)OCC(=O)N2CCN(C(=O)c3ccco3)CC2)c([N+](=O)[O-])c1 | 0 | -4 | 1.3 | -1.6 | -2.0 | -5 | -1 | -1.0 | 0 | 0
CC(C)NC(=O)NC(=O)COC(=O)c1ncc(Cl)c(Cl)c1Cl | -8 | 5 | 1.2 | 0.2 | -0.6 | -10 | -1 | 2.1 | . | 8
COc1ccc(-c2cc(C(=O)O)no2)cc1 | -4 | 4 | 4.6 | -2.6 | -2.7 | 3 | 1 | -0.8 | -2 | 4
CC(C)(C)NC(=O)C(=O)NNC(=O)c1ccc(C(C)(C)C)cc1 | -23 | -3 | -1.6 | -2.1 | -0.4 | -8 | 0 | 0.7 | -3 | 23
COc1cc(C(=O)NC2CCCC2)c(Br)c(OC)c1OC | -2 | 5 | 1.6 | 0.1 | -1.8 | -4 | 0 | 0.3 | -8 | 2
O=C(CSc1n[nH]c(=O)[nH]c1=O)c1ccccc1 | -3 | -5 | 1.0 | 0.4 | -1.5 | 2 | . | 2.4 | 1 | 3
C=CCOc1ccc(CNc2nn[nH]n2)cc1 | -14 | -3 | 0.2 | 1.9 | 0.4 | 5 | 3 | 3.7 | -1 | 14
O=C(Nc1ccc(C#Cc2ccccc2)cc1)C1CC1 | 31 | -6 | 4.7 | -0.1 | -3.1 | . | . | 0.8 | -2 | -31
Cc1cc(O)c(NC(=O)c2cc([N+](=O)[O-])ccc2Cl)cc1C | 20 | -4 | 5.1 | 0.7 | -0.6 | -5 | 0 | 3.1 | . | -20
O=C(CC1SC(=Nc2ccccc2F)N(CCN2CCOCC2)C1=O)Nc1ccc(F)cc1F (centres undefined) | -15 | -4 | 2.0 | -4.0 | -2.6 | -18 | -2 | -0.8 | -3 | 15
CCC1Sc2ccc(S(=O)(=O)CCC(=O)NCc3ccco3)cc2NC1=O (centres undefined) | -6 | -2 | 1.8 | -1.9 | -3.1 | 13 | -3 | 3.0 | -1 | 6
CC(=O)c1ccc(N2CCN(C(=S)Nc3ccccc3F)CC2)cc1 | 1 | -5 | 4.1 | -2.1 | -1.0 | -3 | . | 2.4 | 4 | -1
CNc1nc(Oc2ccc(C(=O)OC)cc2)nc(SC)n1 | 0 | 5 | 2.6 | 3.7 | -2.5 | -11 | . | 0.1 | -5 | 0
Nn1c(SCC(=O)NC2CCCCC2)nnc1-c1ccccc1F | -12 | 4 | 3.9 | -1.1 | -0.9 | . | 13 | -1.3 | -3 | 12
COc1ccc2c(c1)C(C)=CC(C)(C)N2S(=O)(=O)c1ccc(Br)cc1 | 3 | 3 | 1.4 | 0.9 | -1.1 | -53 | -11 | 1.4 | 4 | -3
O=C(Cc1csc(-c2ccccc2)n1)NCc1ccc(F)cc1 | -9 | -4 | 2.4 | -1.3 | -3.2 | -11 | -2 | -1.1 | -3 | 9
Cc1c(Cl)cccc1NC(=O)CCN1CCC(C(N)=O)CC1 | 13 | 3 | -0.2 | 1.0 | -1.5 | . | 0 | 4.3 | 2 | -13
N#Cc1ccccc1Sc1ccccc1C(=O)Nc1ccccc1 | -9 | 8 | 4.1 | -1.7 | 0.2 | 5 | . | 2.6 | -4 | 9
O=C(CCCC(=O)N1CCN(c2ccccc2F)CC1)N1CCN(c2ccccc2F)CC1 | -8 | 3 | 4.2 | 1.8 | -0.7 | -8 | . | 2.3 | -2 | 8
CCCc1n(CC)c2ccccc2[n+]1CC(O)COC1CCCCC1 (centres undefined) | 2 | 5 | 2.1 | -0.6 | -0.7 | -3 | 0 | 2.9 | -4 | -1
Cn1c(=O)c(/C(N)=N/OC(=O)c2ccccc2)cn(-c2ccccc2)c1=O | 0 | -5 | -2.4 | -4.3 | -0.3 | . | 1 | 3.7 | -3 | 0

Compounds above with fluorine (9):
SMILES | SR-BI DiI inh | Tat export inh | phage Ecoli inh | Ecoli viability | CAL PDZ FP-1 | MITF act | Wnt act | AddAB inh | CAL PDZ FP-2 | SR-BI uptake up
Cc1ccc(C(=O)Nc2cccc(C(F)(F)F)c2)cc1NC(=O)c1cnnc2ccccc12 | 62 | -11 | 4.0&-0.1 | 1.9 | -1.1 | -24 | -2&-7 | 2.3 | -1 | -62
CCc1nn(CC(=O)NCCC2=CCCCC2)c(=O)c2cc3cc(F)ccc3n12 | 2 | 2 | 3.6 | 0.0 | -1.2 | -12 | -1 | 1.6 | -1 | -2
CCN(CC(=O)Nc1ccccc1C(F)(F)F)C(=O)Cn1c(=O)cnc2ccccc21 | -17 | -7 | 0.2 | -0.2 | -1.5 | -1 | 2 | 1.4 | 0 | 17
Cc1c(NC(=O)COC(=O)c2ccc(F)c(S(=O)(=O)N3CCOCC3)c2)c(=O)n(-c2ccccc2)n1C | -11 | -4 | 4.3 | -2.4 | -1.1 | -13 | 1 | 2.7 | -6 | 11
O=C(CC1SC(=Nc2ccccc2F)N(CCN2CCOCC2)C1=O)Nc1ccc(F)cc1F (centres undefined) | -15 | -4 | 2.0 | -4.0 | -2.6 | -18 | -2 | -0.8 | -3 | 15
CC(=O)c1ccc(N2CCN(C(=S)Nc3ccccc3F)CC2)cc1 | 1 | -5 | 4.1 | -2.1 | -1.0 | -3 | . | 2.4 | 4 | -1
Nn1c(SCC(=O)NC2CCCCC2)nnc1-c1ccccc1F | -12 | 4 | 3.9 | -1.1 | -0.9 | . | 13 | -1.3 | -3 | 12
O=C(Cc1csc(-c2ccccc2)n1)NCc1ccc(F)cc1 | -9 | -4 | 2.4 | -1.3 | -3.2 | -11 | -2 | -1.1 | -3 | 9
O=C(CCCC(=O)N1CCN(c2ccccc2F)CC1)N1CCN(c2ccccc2F)CC1 | -8 | 3 | 4.2 | 1.8 | -0.7 | -8 | . | 2.3 | -2 | 8
